# Bim-Mcl-1 – disrupts Bim peptide binding to human Mcl-1; inhibition, % at 10 µM; AID 1009; Q07820; actives 0.1% (n = 190,000); Bead-based flow cytometry, Bim peptide-Mcl-1 binding;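 note: 0% = no compound tracer wells and 100% = peptide blocker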
# Target sequence (Q07820 whole entry, looked up): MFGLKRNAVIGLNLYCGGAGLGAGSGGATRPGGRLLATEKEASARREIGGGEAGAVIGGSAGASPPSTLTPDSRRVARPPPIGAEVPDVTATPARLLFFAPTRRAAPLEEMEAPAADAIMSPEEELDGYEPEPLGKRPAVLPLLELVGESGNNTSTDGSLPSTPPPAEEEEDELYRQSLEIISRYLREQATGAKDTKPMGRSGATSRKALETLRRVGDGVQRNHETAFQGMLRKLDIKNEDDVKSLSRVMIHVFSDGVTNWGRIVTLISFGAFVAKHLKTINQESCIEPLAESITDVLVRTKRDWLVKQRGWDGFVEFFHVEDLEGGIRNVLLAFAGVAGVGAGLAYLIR
# RGS8-Gao reg – human RGS8-Galphao interaction regulation; actives 0.34% (n = 220,000); multiplexed bead flow cytometry, RGS8-Galphao binding; actives lie on both sides; response (percent of control binding), % at 10 µM; in the data active = response below about 60% or above about 140%; inactive = in between;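 note: Galphao activated as the GDP aluminium fluoride complex binding bead-coupled RGS8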
# Target sequence (P09471 whole entry, looked up): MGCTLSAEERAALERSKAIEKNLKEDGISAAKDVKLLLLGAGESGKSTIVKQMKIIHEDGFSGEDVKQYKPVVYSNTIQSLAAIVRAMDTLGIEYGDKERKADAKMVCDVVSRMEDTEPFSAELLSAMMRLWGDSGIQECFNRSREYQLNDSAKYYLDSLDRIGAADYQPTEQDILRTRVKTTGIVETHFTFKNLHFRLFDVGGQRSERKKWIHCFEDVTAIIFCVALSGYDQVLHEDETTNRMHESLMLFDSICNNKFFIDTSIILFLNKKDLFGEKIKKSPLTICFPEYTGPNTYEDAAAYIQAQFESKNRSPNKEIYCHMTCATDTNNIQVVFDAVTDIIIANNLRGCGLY
# Bcl-W Bim block – disrupts Bim peptide binding to human Bcl-W; Q92843; bead-based flow cytometry; inhibition, % at 10 µM; actives 0.02% (n = 190,000); AID 952;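 note: 0% = bound tracer without compound and 100% = peptide blocker; higher means less fluorescent Bim peptide bound to Bcl-W beads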
# RGS7-Gao – human RGS7-Galphao interaction regulation | actives 0.35% (n = 220,000) | binding response (% of control), % at 10 µM | Multiplexed bead flow cytometry, RGS7-Galphao binding; actives lie on both sides | P09471; in the data active = binding response below about 49% or above about 150%; inconclusive = no clear call, values can overlap the other calls; inactive = in between;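 note: fluorescent Galphao held in activated GDP-AlF4 state binding bead-coupled RGS7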
# GSH bead fluor – compound fluoresces at 488/530 nm on GSH beads; GSH beads flow cytometry, compound fluorescence 488/530 nm; hits give high values; fluorescence (KMESF) at 10 µM; actives 0.25% (n = 190,000); AID 1776; in the data active = fluorescence above about 89;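 note: glutathione beads carrying GST-tagged Bcl family fusion proteins plus one bare bead set; values are compound well signal with DMSO vehicle wells as background; inactives centre near 16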
# Bim-Bcl-XL – disrupts Bim peptide binding to human Bcl-XL | bead flow cytometry, fluorescence | inhibition, % at 10 µM | actives 0.04% (n = 190,000) | AID 1007
# Bim-Bcl-B – inhibitors of Bim-Bcl-B interaction, human; Q9HD36; bead-based flow cytometry, Bim peptide-Bcl-B binding; inhibition, % at 10 µM; actives 0.073% (n = 190,000); AID 951;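 note: 0% = tracer peptide without compound and 100% = reference inhibitor peptide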
# Bfl-1 Bim block – inhibitors of Bim-Bfl-1 interaction, human | Q16548 | inhibition, % at 10 µM | Bead-based flow cytometry, Bim-Bfl-1 binding inhibition | actives 0.12% (n = 190,000);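 note: 0% = wells without compound plus tracer and 100% = blocker peptide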
# Mcl1-Bid inh – disrupts binding of human Mcl-1 to Bid peptide; AID 1021; actives 0.97% (n = 220,000); TR-FRET Mcl-1/Bid-Dy647 peptide binding, 1536-well; Q07820; inhibition, % at 21.7 µM;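 active = compounds that cut the binding signal by more than half at the single screening dose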;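 note: His-tagged Mcl-1 with europium anti-His antibody binding Bid BH3 peptide; 0% = Mcl-1 plus peptide wells and 100% = peptide-only wells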
# RGS4-Gao reg – human RGS4-Galphao interaction regulation. P09471. Multiplexed bead flow cytometry, RGS4-Galphao binding; actives lie on both sides. binding response (% of control), % at 10 µM. actives 0.33% (n = 220,000). AID 1415; in the data active = binding response below about 49% or above about 150%; inactive = in between;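 note: fluorescent Galphao activated with aluminum fluoride binding bead-coupled RGS4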
# Bim-Bcl-2 – disrupts Bim peptide binding to human Bcl-2. actives 0.06% (n = 190,000). inhibition, % at 10 µM. Bead-based flow cytometry, Bim peptide-Bcl-2 binding; in the data active = inhibition above about 40%; inconclusive = no clear call, values can overlap the other calls;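 note: 0% = no compound wells with probe peptide and 100% = reference peptide inhibitor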
# Target sequence (P10415 whole entry, looked up): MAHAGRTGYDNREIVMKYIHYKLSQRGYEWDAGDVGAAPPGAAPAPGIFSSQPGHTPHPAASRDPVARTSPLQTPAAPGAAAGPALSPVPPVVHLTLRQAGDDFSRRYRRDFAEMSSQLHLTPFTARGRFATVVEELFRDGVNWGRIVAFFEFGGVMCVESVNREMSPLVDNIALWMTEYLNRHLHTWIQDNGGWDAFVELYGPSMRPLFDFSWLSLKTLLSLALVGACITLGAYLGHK
# * hit, by the source's call; ? = inconclusive. Cut-off read from the data, not from the text of the source, unless noted: active = inhibition above about 40%.
Bim-Mcl-1,RGS8-Gao reg,Bcl-W Bim block,RGS7-Gao,GSH bead fluor,Bim-Bcl-XL,Bim-Bcl-B,Bfl-1 Bim block,Mcl1-Bid inh,RGS4-Gao reg,Bim-Bcl-2,canonical_smiles
-1,98,-3,95,25,-2,-2,-1,-18,94,2,Cc1c(C(=O)O)[nH]c2c1C(=O)CC(c1ccccc1)C2 (configuration not stated)
-2,97,-2,?,16,-2,-6,-7,-21,102,-4,N#Cc1ccsc1NC(=O)CCc1ccccc1
0,100,1,103,12,0,0,1,-32,102,0,COc1ccc(-c2nnc(CSc3nnc(-c4ccncc4)n3C3CCCCC3)o2)cc1OC
2,102,-2,93,20,-4,-5,-5,-16,98,-2,Cc1cc(C)c2ccc3c(C)c(C)nc3c2[nH]1
3,100,0,?,11,1,1,1,-5,100,1,CC(=O)N/C(=C\c1ccccc1)C(=O)NC(C)C(=O)O (configuration not stated)
-4,97,-2,97,17,-1,0,-1,0,97,-1,Nc1nc2nccc(-c3ccc(Cl)cc3)n2n1
-4,104,-3,100,6,-2,-6,-1,4,102,-1,CN(C)Cc1ccccc1Cc1ccccc1
0,101,2,102,31,-1,-5,-10,3,99,-8,CC(=O)Nc1cccc(NC(=O)c2sc3ncn(CC(=O)N4CCCCC4)c(=O)c3c2C)c1
3,100,4,102,10,-1,1,1,-4,98,5,Cc1ccccc1C(=O)NCC(=O)O
-4,105,-1,105,36,-10,-10,-14,-16,104,-9,CCc1cccc2c(C=C(C#N)C#N)cn(CC(=O)N3CCCCCC3)c12
0,105,2,?,17,-3,-2,-4,-22,104,-2,COc1ccccc1CNC(=O)COC(=O)Cc1cccs1
-8,100,-5,96,18,-4,-6,-5,24,98,-6,COc1ccc(OCC(O)CNC(=O)c2ccccc2C(=O)O)cc1 (configuration not stated)
-2,92,-2,100,32,-2,-6,-3,3,97,1,COc1cc(C2C(C#N)=C(N)N(Nc3ccccc3)C3=C2C(=O)CC(C)(C)C3)ccc1OCc1cccc(F)c1 (configuration not stated)
0,94,1,97,52,2,0,3,18,100,-1,O=C(O)c1cccc2c1C(=O)N(CC1CCCO1)C2 (configuration not stated)
0,100,1,100,4,0,-5,-8,-11,99,-4,O=C1CC(N2CCOCC2)C(=O)N1c1cccc(Cl)c1 (configuration not stated)
1,63,1,53,21,-1,-6,-6,-6,55,-5,COc1ccc(CNC(=O)c2cc3c(s2)CS(=O)C3)cc1 (configuration not stated)
0,104,4,101,60,-15,-5,-10,-5,103,-7,CCCCC(=O)Nc1ccc(NC(=O)c2cccnc2)cn1
-3,103,0,99,23,-7,-7,-13,-4,102,-9,O=C1CC(c2ccccc2)C(C(=O)O)N1 (configuration not stated)
-3,106,-2,105,11,-6,-6,-15,-11,107,-11,COC(=O)N/N=C/c1cn(CCCOc2ccc(C)cc2)c2ccccc12
-2,100,-2,99,22,-5,-4,-12,-24,96,-2,COc1ncnc2sc(-c3ccccc3)cc12
-2,102,-3,99,14,-8,-9,-11,-17,99,-8,CC(=O)Nc1ccc(S(=O)(=O)N2CCCN(S(=O)(=O)c3ccc(C)cc3)CC2)cc1
-3,104,-3,103,19,-1,-5,1,6,100,0,NC(=O)[C@@H]1CCCNc2c(I)cc([N+](=O)[O-])cc2C(=O)N[C@@H](Cc2ccccc2)C(=O)N[C@@H](Cc2cnc[nH]2)C(=O)N1
0,97,-2,92,21,-4,-4,-4,-7,94,-6,COc1cccc(CC2(CO)CCCN(Cc3cn[nH]c3-c3ccc(F)cc3)C2)c1 (configuration not stated)
0,102,1,?,28,2,-1,-2,-21,105,-2,CC(Nc1ccccc1CO)C(=O)Nc1cccc(Cl)c1Cl (configuration not stated)
0,96,0,91,8,2,0,0,40,94,1,CCN(CC)C(=O)C1CCCN(c2ccc([N+](=O)[O-])cc2/C=N/NC(=O)c2ccc([N+](=O)[O-])cc2)C1 (configuration not stated)
2,97,0,95,13,-2,-6,-10,28,100,-4,c1coc(CN2CCN(C(c3cccs3)c3nnnn3C3CCCC3)CC2)c1 (configuration not stated)
0,99,-2,97,18,2,-5,-1,-22,95,2,O=S(=O)(c1ccc(Oc2ccc(Br)cc2F)nc1)N1CCCCC1
0,99,-2,97,14,-1,-3,-4,-13,101,-1,Cc1ccc(-c2nnc(SCC(N)=O)n2C)cc1
0,102,-1,99,25,0,-6,-8,-4,97,-2,Cc1ccc(C(=O)O/N=C/c2c(N3CCOCC3)n(C)c3ccccc23)cc1
0,99,0,114,17,1,0,2,-42,115,0,Cc1ccc(-c2nc3cc(N)ccc3o2)cc1
0,101,2,101,30,1,2,-1,3,102,0,CCCC(=O)Nc1ccc(-c2nc3cc(C)ccc3o2)cc1
1,105,1,101,8,0,0,1,-53,95,5,COc1ccccc1-c1nnc(NC(=O)C2=COCCO2)o1
-2,102,1,103,13,-2,-3,-1,-13,103,-4,COc1ccc(OC)c(C(C)NC(=O)Nc2ccccc2)c1 (configuration not stated)
-4,101,-4,102,30,-6,-8,-28,28,98,-4,Cc1ccc(-c2nn3c(=O)c(C)nnc3s2)cc1
3,88,3,98,9,0,4,9,-31,94,2,COc1ccc(C2=NN(c3ccccc3)C(=O)/C2=C\c2ccc(O)c(OC)c2)cc1
0,98,-2,99,20,-3,-3,-4,-27,100,-4,O=C(Nc1ccc([N+](=O)[O-])cn1)c1ccc2c(c1)OCO2
3,98,1,102,11,-1,-4,-9,-20,99,-6,CC(=O)Nc1ccc(NS(=O)(=O)c2cccc3ccccc23)cc1
0,105,1,99,12,0,-2,1,-20,102,1,CC(c1ccc(C(C)(C)C)cc1)S(=O)CC(O)CO (configuration not stated)
-1,99,-4,104,11,-6,-4,-7,-67,102,-7,COc1ccc(C(NC(C)=O)c2c(O)ccc3ccccc23)cc1OC (configuration not stated)
-3,104,0,116,17,-4,-6,-11,-11,98,-8,CNC(=O)COC(=O)c1[nH]c(C)c(C(C)=O)c1C
-4,96,-2,91,34,8,-10,-8,29,92,-10,OCCN1CCN(CC#CCn2c3ccccc3c3ccccc32)CC1
1,99,0,?,17,-2,0,-2,4,102,-1,COc1ccc(-c2csc(NC(=O)c3ccccc3NS(=O)(=O)c3ccc(F)c(F)c3)n2)cc1
-3,97,-2,92,13,-7,-4,-4,-4,96,-1,O=C(NCCNC(=O)c1ccc([N+](=O)[O-])cc1)c1ccncc1
-1,95,0,97,72,0,-2,2,7,96,0,Cc1cc(C)c(NC(=O)Cn2cnc3c(oc4ccccc43)c2=O)c(C)c1
1,99,-1,95,13,1,-3,-1,-34,100,-2,CCOc1ccc(CCNC(=O)C(CCC(N)=O)NC(=O)OCc2ccccc2)cc1OCC (configuration not stated)

# Retrieved by compound from the list above (six):
Bim-Mcl-1,RGS8-Gao reg,Bcl-W Bim block,RGS7-Gao,GSH bead fluor,Bim-Bcl-XL,Bim-Bcl-B,Bfl-1 Bim block,Mcl1-Bid inh,RGS4-Gao reg,Bim-Bcl-2,canonical_smiles
-3,97,-2,92,13,-7,-4,-4,-4,96,-1,O=C(NCCNC(=O)c1ccc([N+](=O)[O-])cc1)c1ccncc1
3,88,3,98,9,0,4,9,-31,94,2,COc1ccc(C2=NN(c3ccccc3)C(=O)/C2=C\c2ccc(O)c(OC)c2)cc1
1,99,-1,95,13,1,-3,-1,-34,100,-2,CCOc1ccc(CCNC(=O)C(CCC(N)=O)NC(=O)OCc2ccccc2)cc1OCC (configuration not stated)
-1,99,-4,104,11,-6,-4,-7,-67,102,-7,COc1ccc(C(NC(C)=O)c2c(O)ccc3ccccc23)cc1OC (configuration not stated)
0,105,1,99,12,0,-2,1,-20,102,1,CC(c1ccc(C(C)(C)C)cc1)S(=O)CC(O)CO (configuration not stated)
0,101,2,101,30,1,2,-1,3,102,0,CCCC(=O)Nc1ccc(-c2nc3cc(C)ccc3o2)cc1

# Next part.
Bim-Mcl-1,RGS8-Gao reg,Bcl-W Bim block,RGS7-Gao,GSH bead fluor,Bim-Bcl-XL,Bim-Bcl-B,Bfl-1 Bim block,Mcl1-Bid inh,RGS4-Gao reg,Bim-Bcl-2,canonical_smiles
-3,99,-2,98,7,-5,0,7,-3,104,3,Cc1ccc(NC(=O)NC2CCCCC2)c(C)c1
-1,98,-1,107,4,-3,-1,-1,-23,105,-1,O=C1NC(=O)c2cc(NC(=O)C3CCCO3)ccc21 (configuration not stated)
-7,101,-5,101,31,-7,-3,-7,-7,101,-10,COc1ccnc(Oc2ccc3ccccc3c2)c1C#N
-3,100,-1,101,12,-5,-10,-13,-20,99,-12,CC(C)CC(NC(=O)C(NC(=O)OC(C)(C)C)C(C)C)C(=O)N1CCCC1C(N)=O (configuration not stated)
-3,88,1,89,35,9,1,4,10,89,4,Cc1nnc(SCC(=O)Nc2sc3c(c2C#N)CCCC3)[nH]c1=O
0,100,0,92,54,0,0,-4,-34,94,-4,CCOC(=O)c1cc(NC(=O)C2C3CCC(O3)C2C(=O)O)cc(C(=O)OCC)c1 (configuration not stated)
-3,96,-2,92,9,-6,-8,-19,-14,92,-3,O=C(COc1ccccc1O)NNc1ccccc1
0,106,-1,104,8,0,-11,6,-54,97,5,CCc1ccc(C(=O)CSC2=C(C#N)C(c3ccco3)C(C(C)=O)=C(C)N2)cc1 (configuration not stated)
3,103,2,102,11,0,0,-7,-8,107,4,COc1ccc(/C=C/C(=O)Oc2cccc(/C=N/NC(=O)COc3c(C)cccc3C)c2)cc1
-2,104,2,104,9,-4,-6,4,-46,100,3,COc1ccc(OC)c(/C=C/C(=O)N(C)CC(=O)Nc2ccc(C)cc2)c1
-1,107,-3,104,29,-7,-10,-10,-22,113,-8,CCC(C)(C)n1nnnc1C(c1ccc(OC)c(OC)c1)N1CCN(c2cccc(OC)c2)CC1 (configuration not stated)
1,109,0,101,23,4,0,2,-68,104,2,CCOC(=O)C(Cc1c[nH]c2ccccc12)NC(=O)CNC(C)=O (configuration not stated)
-6,103,-5,102,12,-9,-11,-5,-5,104,-4,CCOc1ccc(OCC(O)CNC2CCN(Cc3ccccc3)CC2)cc1 (configuration not stated)
1,110,0,119,13,1,-6,-3,-39,120,0,COC(=O)c1cccc(C(=O)N2CCC(CO)(Cc3ccccc3Cl)CC2)c1
-3,104,-1,101,39,-12,-9,-13,-15,99,-13,COc1ccc(C2=C(C=Nc3c(C)n(C)n(-c4ccccc4)c3=O)C(c3ccccc3C)c3ccccc3O2)cc1OC (configuration not stated)
-4,102,3,108,22,-2,-9,-5,-26,102,0,CC(C)=C(NC(=O)c1ccccc1)C(=O)NCc1ccccc1
-9,101,-2,99,39,-12,-12,-22,-4,100,-12,CCOC(=O)C1=C(Nc2ccccc2)OCC1=O
-3,89,1,106,6,0,-3,4,-16,110,-2,CN(C)c1ccnc(Nc2ccc(O)cc2)c1C#N
-1,103,2,100,12,-4,-7,-5,-7,100,-4,COC(=O)c1ccc(COc2ccccc2[N+](=O)[O-])o1
-3,100,1,100,34,-4,-5,-13,-30,104,-7,O=C(c1ccc(Cl)cc1)N1CCC(O)(CSc2ccc(Cl)cc2)CC1
0,99,1,98,16,0,-6,-4,-2,99,-2,COc1ccccc1C(=O)O/N=C(\c1ccccc1)c1ccncc1
-2,103,-1,99,13,-4,-5,-8,-10,101,-8,CC(=O)c1ccc(C(=O)N2CCCC(C(=O)c3cc(F)ccc3F)C2)s1 (configuration not stated)
-3,105,0,102,9,-3,-3,-6,-10,103,-2,COc1cccc(CN2CCCC(CNC(=O)c3ccc(F)cc3)C2)c1OC (configuration not stated)
